# MT stabilizer – microtubule stabilization, imaging screen; hit rate 0.83% among 200,000; % tubulin-high responders, % at 10 µM; HeLa tubulin immunostaining HCS, 24 h; share of cells brighter than vehicle mean+2SD;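 active = plate Z-score above 3 for both tubulin-high and condensed-nucleus cell shares, with cell loss under 80%, at 10 µM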;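 note: anti alpha tubulin signal scored within the nucleus-defined area of each cell; some results filed as inactive read as strong as hits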
# CSM14.1 death rescue – protection against thapsigargin-triggered cell killing – 384-well, CSM14.1, ATP luminescence, primary screen (AID 1222). cellular ATP content (survival), % at 20 µM, or EC50 in µM where a hit was titrated. CSM14.1 thapsigargin-induced death rescue, ATP luminescence; higher % means a stronger effect. 190,000 tested, under 10 active;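 active = EC50 below 50 µM in the dose-response confirmation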;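 note: death triggered by thapsigargin at about 15 µM added after 2 h compound pretreatment; cell ATP read after overnight thapsigargin exposure of roughly 18 to 22 hours; normalized against plate controls of thapsigargin alone and 5% DMSO vehicle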
# Lipid droplet – hepatic lipid droplet formation modulation; AML12 mouse hepatocytes, oleate lipid droplets, BODIPY imaging; inhibition, % at 6.5 µM; hit rate 0.4% among 240,000;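 active = lipid droplet intensity inhibited by at least 50%, with more than 500 cells counted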
#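 Material – AML12 mouse liver cells · Also added – oleate loading, 100 µM · Compound dosing – 6.5 µM single-point dosing · Times – overnight treatment with compound plus oleate · Measured by – fluorescence imaging, 20x objective, two fields per well · Read-out – percent inhibition of filter-corrected integrated lipid droplet intensity per well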
# Salmonella PhoP GFP – PhoP-dependent GFP reporter repression – Salmonella Typhimurium, primary screen (AID 1863); S. Typhimurium PhoP-regulated promoter GFP reporter, 4 h; higher % means a stronger effect; inhibition, % at 50 µM; hits with a dose series show IC50 in µM; hit rate 0.16% among 300,000;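 active = inhibition over 29.93%, a cutoff 3 SD above the screen mean, later confirmed by dose response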;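 note: 0% = low Mg2+ inducing control and 100% = high Mg2+ repressing control; strong numbers were not always called active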
# Dynein transport – dynein cargo transport inhibition | 3617.4 mouse cells, GR-EGFP nuclear translocation imaging; test concentration mostly 20 µM; stimulated with dexamethasone, 1 µM; stronger effect = lower value | z-score, hits read low | hit rate 0.47% among 220,000 | AID 1381;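 active = plate z-score of nuclear minus cytoplasmic receptor signal below a set negative limit, without overly bright fluorescence or cell loss, cut at about -3.5 in these data, passing the limit was not always enough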;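 note: z-score of nuclear minus cytoplasmic ring GR-EGFP intensity difference per well; some compounds called inactive have numbers as strong as hits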
#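 Buffer or medium: tetracycline-free induction medium containing charcoal-stripped FBS / Reagent: dexamethasone agonist, 1.0 µM final, for 30 min / Technique: automated 10x imaging of fixed Hoechst-stained cells / Times: induction 48 h, compound 1 h, agonist 30 min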
# Autophagy mod – autophagy modulation, high-content screen; MEF GFP-LC3 puncta imaging; test concentration mostly 10 µM; AID 463193; calls only at 10 µM (by protocol); hit rate 0.98% among 190,000;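 active = percentage of spot-positive cells more than 3 SD above its plate mean, without a fluorescence outlier flag or 80% toxicity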;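 note: spot-positive cell cutoff set from DMSO-treated cells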
# bCat nuc transl – beta-catenin nuclear translocation modulation | HeLa beta-catenin nuclear translocation, immunofluorescence imaging | hit rate 0.3% among 190,000 | nuclear translocation activity, % at 5 µM;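 active = nuclear translocation activity above 50% at 5 µM, with a well cell count of 50 or more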;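 note: per-cell ratio of nuclear to cytoplasmic median beta-catenin stain intensity; plate controls were DMSO negative control for no effect and GSK-3 inhibitor IX positive control for full effect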
#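 assay system = human HeLa cells, endogenous beta-catenin | times = compound treatment 24 h, 37°C, 5% CO2 | detection = Anti-beta-catenin immunofluorescence on PFA-fixed, Triton-permeabilized cells, DAPI nuclei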
# Insulin prom up – MIN6 insulin promoter up-regulation; MIN6 insulin promoter-GFP reporter, high-content imaging; stronger effect = higher value; z-score at 5 µM; hit rate 0.3% among 190,000; AID 1625;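 active = z-score above 3 at 5 µM with at least 500 cells counted in the well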
# T cell HTS – modulates CD8 T cell binding to vesicles. 2C CD8+ T cell-vesicle binding, flow cytometry; stronger effect = lower value. calls only at 7 µM. hit rate 0.068% among 330,000;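 active = response, share of CD8 T cells binding vesicles, and their 90th percentile fluorescence all below set limits, cut at about 80% in these data, passing the limit was not always enough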
#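 incubation = binding step 1.5 h, 37 °C, antibody labelling 20 min, ice | test system = 2C mouse CD8+ T cells | read-out basis = percent CD8+ FL2 mean versus row control | controls = Peptide-free naked vesicles (low) and QL9 vesicles with 0.7% DMSO vehicle (high) | detection = flow cytometry of vesicle-bound cells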
# Dynein transport cytoplasmic EGFP – recorded beside Dynein transport, whose call it bears; z-score; measured here: cytoplasmic GR-EGFP intensity; stronger effect = higher value
# Dynein transport nuclear GR-EGFP – recorded beside Dynein transport, whose call it bears; z-score; measured here: nuclear GR-EGFP intensity;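 lower value marks the stronger effect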
# Dynein transport cell count – also measured in Dynein transport; calls as there; z-score; measured here: cell count per field
# Insulin prom up cell count – second read-out of Insulin prom up, no call of its own (marks repeat the call); cell count; measured here: cytotoxicity, nuclei count;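 total cells summed across four imaged fields per well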
# Lipid droplet cells 6.5 µM – second read-out of Lipid droplet, no call of its own (marks repeat the call); cell count; measured here: cell count, cytotoxicity flag;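 cells counted across two imaged fields per well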
# bCat nuc transl cell count 5 µM – second read-out of bCat nuc transl, no call of its own (marks repeat the call); cell count; measured here: cell count, cytotoxicity flag
# T cell HTS vesicle-bound % – recorded beside T cell HTS, whose call it bears; double positive events, %; measured here: CD8+ vesicle-bound cell fraction;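 binding gate set so that unloaded-vesicle control wells show 10% double positive cells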
# MT stabilizer Hoechst-high % – further read-out of MT stabilizer, marked with its call; % Hoechst-high responders; measured here: nuclear condensation Hoechst responders;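 share of cells brighter than vehicle mean plus two SD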
# MT stabilizer cytotoxicity % – recorded beside MT stabilizer, whose call it bears; toxicity, %; measured here: cytotoxicity by cell density;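 0% = mean cell density of plate MIN control wells and 100% = no cells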
# Autophagy mod cell loss 18 h – also measured in Autophagy mod; calls as there; toxicity, %; measured here: cell loss, nuclei count;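 cell loss after 18 h compound exposure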
# An asterisk follows results filed as active; i = inactive; . = not tested or not shown.
SMILES	MT stabilizer	MT stabilizer Hoechst-high %	MT stabilizer cytotoxicity %	CSM14.1 death rescue	Lipid droplet	Lipid droplet cells 6.5 µM	Salmonella PhoP GFP	Dynein transport	Dynein transport cytoplasmic EGFP	Dynein transport nuclear GR-EGFP	Dynein transport cell count	Autophagy mod	Autophagy mod cell loss 18 h	bCat nuc transl	bCat nuc transl cell count 5 µM	Insulin prom up	Insulin prom up cell count	T cell HTS	T cell HTS vesicle-bound %
N#CCC(=O)Nc1ccc(C(=O)OCC(=O)N(Cc2ccccc2)C2CCS(=O)(=O)C2)cc1 (stereo unspecified)	2.3	2.0	6.3	1.0%	2	691	1%	0.74	-0.31	-0.24	-1.4	i	1	-0.2	1100	-0.03	1243	i	5
Cc1cc(NC(=O)c2ccccc2[N+](=O)[O-])ccc1Br	5.8	1.0	6.9	-0.5%	12	690	3%	-0.76	-0.33	-0.46	0.61	i	16	0.7	1092	0.05	1155	i	55
CC(C)NCCCOc1ccc(Cl)cc1Br	2.6	1.3	6.8	-3.2%	.	.	22%	-0.64	-0.18	-0.37	0.15	i	36	3.5	1406	-0.54	1171	i	42
CCOC(=O)c1cnc(SC2CC(=O)N(c3ccccc3)C2=O)nc1N (stereo unspecified)	3.2	2.7	1.6	-2.7%	.	.	13%	0.84	-0.24	-0.63	0.33	i	0	3.6	1408	0.8	1687	i	59
CN(C)CC(=O)Nc1ccc2cn[nH]c2c1	1.8	1.6	2.5	-0.7%	0	731	-8%	-0.44	-0.27	-0.074	0.71	i	16	-1.7	1131	-0.18	1355	i	64
Nc1cccnc1Sc1cc(Cl)cc(Cl)c1	2.4	1.7	9.4	0.2%	-10	761	0%	-0.47	-0.18	0.11	0.98	i	5	-4.1	1248	0.34	1014	i	26
CC(=O)c1ccc(OCC(O)CN2CC(C)OC(C)C2)cc1 (stereo unspecified)	2.5	1.7	1.5	-0.6%	-8	712	-4%	0.13	-0.23	-0.1	0.36	i	-8	0.1	1214	0.82	1286	i	49
O=S(=O)(c1ccc(Cl)cc1)N1CCSC1c1ccco1 (stereo unspecified)	2.4	1.9	9.7	0.5%	.	.	3%	-0.52	-0.13	-0.38	0.41	i	-6	-2.8	938	0.09	1196	i	46
Cc1ccc(C)c(NC(=O)Cn2nc(-c3ccccc3)nc2-c2ccccc2)c1	3.1	2.6	5.7	0.3%	.	.	-5%	0.31	-0.19	-0.53	0.064	i	13	.	.	.	.	i	34
CCOc1ccccc1N(CC(=O)NC1CCCCC1)C(=O)CNC(=O)c1ccco1	2.7	1.9	6.2	5.8%	-9	740	2%	0.41	-0.28	0.53	0.42	i	5	-7.8	597	-0.73	1284	i	28
CC(C)N(Cc1cc2ccccc2[nH]c1=O)C(=O)c1ccco1	2.7	1.2	8.4	-5.2%	5	680	-4%	0.045	-0.23	-0.055	0.92	i	-2	-1.8	1072	-0.21	1184	i	45
CCCCOC(=O)CCc1n[nH]c(=O)[nH]c1=O	5.1	3.1	7.0	0.6%	.	.	-5%	-0.14	-0.2	0.24	-0.017	i	-3	-6.1	936	0.37	1554	i	50
CCOC(=O)c1ccc(NC(=S)N(CCCN2CCCC2)Cc2ccco2)cc1	4.2	2.0	6.8	4.9%	2	604	-2%	-0.44	-0.21	-0.48	1.1	i	5	2.2	416	0.05	1261	i	53
Nc1c(-c2ccccc2)c(CN2CCOCC2)nn1-c1cccc([N+](=O)[O-])c1	7.5	3.8	7.4	-0.8%	-3	665	-8%	0.083	-0.29	0.37	0.01	i	-1	3.8	1167	-0.49	1185	i	48
Cc1cccn2c(CN[C@@H]3CCCC[C@H]3c3ccccc3)c(C(=O)N3CCOCC3)nc12	3.6	2.4	13	-1.3%	-16	650	4%	0.18	-0.22	-0.5	0.8	i	-6	-0.1	1521	0.26	1354	i	26
CCCNc1ncnc2c1cnn2-c1ccc(OC)cc1	3.6	3.5	4.1	-2.9%	31	702	2%	-0.71	-0.42	-0.29	0.13	i	3	-0.7	1103	.	.	.	.
Nc1c(S(=O)(=O)c2cccs2)c2nc3ccccc3nc2n1CCc1ccccc1	2.4	1.7	4.4	-0.2%	.	.	-7%	0.7	-0.21	0.68	0.16	i	2	-1.1	881	-0.45	1032	i	16
Fc1ccc(NC(=S)N2CCN(c3cccc(C(F)(F)F)c3)CC2)cc1	2.7	2.1	4.8	2.3%	-17	599	13%	0.84	-0.3	0.26	0.24	i	-20	0.2	952	.	.	i	29
CC(C)[C@H](NS(=O)(=O)c1cccc(C(F)(F)F)c1)C(=O)OCC(N)=O	4.7	2.3	8.5	0.1%	16	667	-14%	0.29	-0.13	0.86	-0.85	i	-4	-1.7	1097	-0.1	1279	i	38
CC(C)CCNC(=O)CN(C)S(=O)(=O)c1cccc2nsnc12	4.6	1.4	4.2	0.4%	.	.	-12%	2.7	-0.11	1.8	-1.7	i	6	-4.1	908	-0.5	1645	i	20
O=C(CCC1CCCC1)Nc1ccc([N+](=O)[O-])cn1	1.0	4.1	9.8	0.7%	0	678	-8%	2.5	-0.12	1.8	-1.8	i	2	0.1	919	0.14	1367	i	38
COc1cc2cc(CN(C(=O)Nc3ccccc3)C3CCCC3)c(=O)[nH]c2cc1OC	2.9	2.1	13	0.5%	.	.	-6%	0.78	-0.49	0.16	0.67	i	0	1.8	1145	-0.22	1103	i	43
CC(C)c1ccc(NC(=O)C(c2ccc3c(c2)OCO3)N2CCC3(CC2)OCCO3)cc1 (stereo unspecified)	4.8	2.8	3.3	-1.4%	0	786	-13%	-0.16	-0.23	0.099	0.48	i	-3	-0.1	1036	-0.13	1290	i	43
Cc1ccc(N2CCN(C(=O)c3ccccc3F)CC2)c(C)c1	2.8	2.8	5.7	.	0	628	-4%	-0.74	-0.16	-0.12	-0.19	.	.	-1.8	1143	0.08	1912	i	38
Cc1cc(C)cc(N2C(=O)c3nccnc3C2=O)c1	4.9	2.9	11	-1.1%	-19	612	-7%	0.54	-0.065	0.22	-0.85	i	-1	-1.9	597	-0.06	1321	i	26
COc1ccc(-c2nn(CCC(=O)O)cc2/C=N/NC(N)=S)cc1	.	.	.	.	-5	683	-2%	-0.64	-0.26	-0.38	0.25	.	.	0.4	1105	0.07	1425	i	40
CC(=O)c1ccc(N2C(=O)[C@@H]3[C@H](C2=O)[C@H]2c4ccccc4C=NN2[C@@H]3C(C)=O)cc1	.	.	.	.	-17	628	.	-0.48	-0.24	0.3	0.93	.	.	0.2	1324	.	.	i	25
COc1ccc(S(=O)(=O)NN=C2CCCC2)cc1	1.7	1.1	7.4	-2.3%	.	.	2%	-0.83	-0.16	-0.56	0.38	i	4	0.6	1354	0.03	1536	i	44
CN(C)CCCNC(=O)c1ccc(Cl)c(S(=O)(=O)N(C)c2ccccc2)c1	2.9	1.4	6.0	-0.6%	24	838	-1%	-0.21	0.14	0.31	-0.97	i	35	.	.	.	.	i	40
O=c1oc2ccc(Cl)cc2nc1/C=C(\O)c1cccs1	.	.	.	.	-8	685	0%	1.2	0.61	1.2	-2.1	.	.	0.4	1307	-0.34	861	i	42
O=C(c1ccc2c(=O)n(Cc3ccco3)c(=S)[nH]c2c1)N1CCN(c2ccccc2)CC1	1.5	1.2	5.6	-1.5%	.	.	5%	0.63	-0.15	0.88	-1.4	i	-3	.	.	.	.	i	15
O=C(C1CC1)N1CCc2cc(S(=O)(=O)NC3CCN(Cc4ccccc4)CC3)ccc21	3.5	2.9	8.6	-1.4%	.	.	10%	0.32	0.067	-0.034	-0.34	i	17	0.0	1356	-0.15	1626	i	6
CC(=O)Nc1ccc(N=Nc2c(C)[nH]n(C(N)=S)c2=O)cc1	3.5	2.9	3.2	-1.0%	16	741	-6%	-1	-0.2	-0.76	0.76	i	12	0.7	1067	-0.38	1278	i	29
Cn1c(CCN2CCCCC2)nc2cc([N+](=O)[O-])ccc21	2.5	1.5	7.1	2.3%	.	.	-7%	0.24	-0.11	0.61	0.039	i	-27	-2.1	1359	-0.3	1540	i	19
CCOC(=O)C1CCCN(C2CC(=O)N(c3ccc(N4C(=O)CC(N5CCCC(C(=O)OCC)C5)C4=O)cc3)C2=O)C1 (stereo unspecified)	2.5	1.8	4.4	-1.6%	2	687	5%	-0.6	0.082	-0.057	0.5	i	16	-1.4	1013	0.92	1608	i	64

# Compound activity: PubChem BioAssay, several laboratories
